Screening data from PubChem BioAssay.
HIF act = HIF pathway transcriptional activation; U2OS HRE-luciferase reporter, luminescence; normalized: DMSO 0%, desferrioxamine 100%; activation, % at 7.5 µM (by protocol); 300,000 compounds, 0.32% hits; AID 1910;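 active means mean activation of at least 10% of the iron chelator positive control signal, with at least half of replicates also reaching 10%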
MrgX1 agonist = activates human MrgX1 receptor signaling. 310,000 compounds, 0.44% hits. B-score at 10 µM. MrgX1-HEK293 cells, Fluo-4 calcium fluorescence, agonist mode; hits give high values. Q96LB2;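 active means calcium response B-score plate-corrected fluorescence ratio at least 3 library SD, with starting fluorescence B-score inside 5 SD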
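Material: HEK293 cells stably expressing human MrgX1 receptor | Quantity: 15,000 cells per well | Times: Cells plated overnight, dye loaded 0.5 h 37 °C, 0.5 h room temperature | Measured by: Kinetic Fluo-4 NW fluorescence of intracellular calcium | Control set: Positive and negative controls per plate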
TRPC4 agonist = TRPC4 (mouse) channel activation; B-score at 10 µM; 310,000 compounds, 0.49% hits; Q9QUQ5; HEK293 TRPC4beta/mu-opioid, Fluo4 calcium fluorescence; hits give high values; AID 2237;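 active means B-score above 5 SD of library B-scores, and initial fluorescence ratio not above library mean plus 5 SD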;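 further: positive B-score marks a calcium rise read as TRPC4 activation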
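Assay system: HEK293 stable line with TRPC4beta plus mu-opioid receptor. Times: dye 45 min RT, read 110 s. Measured by: kinetic Fluo4 calcium fluorescence. Measure: B score of integrated ratio. Controls: assay buffer as low control, maximal DAMGO as high control.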
MrgX1 allo act = human MrgX1 positive allosteric modulation, primary screen | B-score at 10 µM | AID 588675 | Q96LB2 | MrgX1-HEK293, Fluo-4 calcium flux, FDSS; hits give high values | 310,000 compounds, 0.63% hits;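 active means plate-corrected calcium response at least 3 library SD above typical, normal starting fluorescence, not activating the receptor alone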;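 further: compound read alongside a low EC10 to EC30 dose of BAM8-22 agonist; peak minus trough fluorescence over baseline measured at the second addition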
PolyA inh = blocks polyadenylation in yeast reporter cells | S. cerevisiae SKY197-pL101 polyadenylation reporter, beta-gal luminescence; efflux-impaired pdr1/pdr3 knockout yeast; score 100 = 6 SD above DMSO | calls only at 12 µM | 300,000 compounds, 0.02% hits | AID 1875;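 active means lowest replicate activity score at least 50, where 100 means six control SD above control mean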;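 further: yeast exposed to compound for 9 h at 30 °C; higher score means more reporter readthrough which indicates perturbed polyadenylation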
TRPC6 inh = blocks the mouse TRPC6 cation channel | Q61143 | HEK293-TRPC6, membrane potential dye, ACh-evoked depolarization; hits give low values | B-score at 10 µM | 310,000 compounds, 1.1% hits | AID 2553;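 active means B-score under library mean minus 3 SD, initial fluorescence not abnormally high, positive integrated signal ratio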;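 further: B-score derived from integrated fluorescence ratio over the kinetic read; more negative B-score means stronger inhibition of depolarization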
Target sequence (Q61143 whole entry, looked up): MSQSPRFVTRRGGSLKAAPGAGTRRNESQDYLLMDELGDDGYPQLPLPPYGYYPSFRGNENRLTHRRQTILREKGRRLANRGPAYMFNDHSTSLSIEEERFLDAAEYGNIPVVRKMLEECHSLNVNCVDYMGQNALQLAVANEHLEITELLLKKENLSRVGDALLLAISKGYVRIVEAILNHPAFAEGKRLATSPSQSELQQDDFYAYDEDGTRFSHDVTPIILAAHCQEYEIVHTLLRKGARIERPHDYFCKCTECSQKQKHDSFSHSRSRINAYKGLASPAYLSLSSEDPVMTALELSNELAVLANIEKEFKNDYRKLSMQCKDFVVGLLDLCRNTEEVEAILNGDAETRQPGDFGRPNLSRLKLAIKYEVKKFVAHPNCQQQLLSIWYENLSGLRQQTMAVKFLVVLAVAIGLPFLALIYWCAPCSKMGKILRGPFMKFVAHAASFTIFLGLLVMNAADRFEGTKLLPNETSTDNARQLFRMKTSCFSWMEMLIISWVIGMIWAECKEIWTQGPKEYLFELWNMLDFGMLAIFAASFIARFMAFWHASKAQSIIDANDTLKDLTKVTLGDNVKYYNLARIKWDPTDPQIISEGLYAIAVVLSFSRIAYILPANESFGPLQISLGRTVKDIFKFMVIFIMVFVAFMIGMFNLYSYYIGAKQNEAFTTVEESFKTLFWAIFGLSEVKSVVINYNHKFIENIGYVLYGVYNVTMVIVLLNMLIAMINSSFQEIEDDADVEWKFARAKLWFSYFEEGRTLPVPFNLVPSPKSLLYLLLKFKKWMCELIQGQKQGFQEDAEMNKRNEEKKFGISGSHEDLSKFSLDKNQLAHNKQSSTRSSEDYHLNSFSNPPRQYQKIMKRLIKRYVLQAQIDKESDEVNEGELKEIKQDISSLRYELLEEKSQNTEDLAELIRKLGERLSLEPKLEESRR
TRPC4 PAM = TRPC4 (mouse) allosteric potentiation | B-score at 10 µM | 310,000 compounds, 0.42% hits | AID 2227 | HEK293 TRPC4beta/mu-opioid, DAMGO EC20, Fluo-4 Ca2+ flux; hits give high values | Q9QUQ5;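 active means B-score of calcium response area above 5 SD of library B-scores, with initial fluorescence ratio within 5 SD of library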;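 further: B-score of integrated fluorescence ratio over time as area under calcium response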
AI-2 QS mod = modulators of Vibrio harveyi AI-2 quorum sensing system; activity change, % at 7.5 µM; Vibrio harveyi JMH597 AI-2 luminescence/OD600 ratio, 9 h; hits give low values; strain lacks LuxN and CqsS sensors; 0 = neutral-control median; AID 2094; 300,000 compounds, 0.4% hits; in the data active means activity change below about -75%, passing the limit was not always enough;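 further: luminescence divided by OD600 gain over 9 h not by final OD600 alone; inactives centre near 13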
TRPC6 activator = mouse TRPC6 channel activation; 310,000 compounds, 0.13% hits; HEK293-TRPC6 membrane potential dye fluorescence; hits give high values; B-score at 10 µM; Q61143;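 active means B-score of the integrated fluorescence ratio above library mean plus 3 SD, and starting fluorescence ratio within library mean plus 5 SD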;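 further: higher score means more depolarization so channel activation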
TRPC4 inh = blocks the mouse TRPC4 cation channel. HEK293 TRPC4beta/mu-opioid, DAMGO-evoked Fluo4 calcium flux; hits give low values. AID 2247. 300,000 compounds, 0.39% hits. B-score at 10 µM;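 active means B-score over 3 SD under the library average, no early fluorescence shift, positive overall ratio signal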
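material = TRPC4beta/mu-opioid receptor HEK293 cell line | probe or stimulus = sequential submaximal and maximal DAMGO stimulation | compound dosing = one concentration per compound | measured by = Fluo4 Ca2+ flux fluorescence | evaluation = integrated fluorescence ratio relative to baseline, converted to per-well B score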
MrgX1 antag = blocks BAM8-22 activation of human MrgX1 receptor; Q96LB2; MRGX1-HEK293 calcium flux, Fluo-4, BAM8-22 antagonism; hits give low values; B-score at 10 µM; 310,000 compounds, 1.3% hits; AID 588676;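 active means calcium-response B-score plate-corrected more than 3 library SD below zero, starting fluorescence within 5 deviations, no agonist response on first addition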;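 further: peak minus trough fluorescence over baseline after final BAM8-22 challenge near maximal dose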
* marks the source's active call; other numbers are inactive results; i = inactive; x = not tested or not shown. These rows are one share of the data; rates above refer to the full screens.

entry	Structure	HIF act	MrgX1 agonist	TRPC4 agonist	MrgX1 allo act	PolyA inh	TRPC6 inh	TRPC4 PAM	AI-2 QS mod	TRPC6 activator	TRPC4 inh	MrgX1 antag
1	COc1cccc(NC(=O)COC(=O)CCCc2c[nH]c3ccccc23)c1	0.0	i	i	i	i	i	i	21.1	i	i	i
2	S=c1[nH]cc(-c2ccccc2)[nH]1	1.1	i	i	i	i	i	i	2.0	i	i	i
3	Cc1ccc(-c2cc(C(=O)NCCCN3CCOCC3)c3ccccc3n2)cc1C	2.4	i	i	i	i	i	i	6.8	i	i	i
4	COc1ccc(CCNC(=O)C2CCN(S(=O)(=O)c3cccs3)CC2)cc1OC	-0.2	i	i	i	i	i	i	16.1	i	i	i
5	N#C/C(=C\c1ccccc1)C(=O)NC(=O)Oc1ccccc1	1.0	i	i	i	i	i	i	4.9	i	i	i
6	c1ccc(N2CCN(Cc3ccsc3)CC2)nc1	-0.2	i	i	i	i	i	i	27.0	i	i	i
7	O=C(Nc1ccccc1)C1CCCN1S(=O)(=O)c1ccc(Br)cc1 (stereo not given)	0.1	i	i	i	i	i	i	22.9	i	i	i
8	COc1cc(C(=S)N2CCCCC2)ccc1OCC(=O)N1CCCC1	-0.6	i	i	i	i	i	i	-5.7	i	i	i
9	Fc1cc(F)cc(NC(=S)NN2CCOCC2)c1	0.3	i	i	i	i	i	i	6.7	i	i	i
10	CC(C)CC(c1nnnn1CC1CCCO1)N1CCN(C2CCCC2)CC1 (stereo not given)	0.1	x	i	x	i	i	i	3.6	i	i	x
11	COc1ccc(N2CCN(C(=O)Cc3ccc(OC)c(OC)c3)CC2)cc1	-1.1	i	i	i	i	i	i	30.0	i	i	i
12	Cc1ccc(C)c2nc3sc(C(=O)N4CCCc5ccccc54)c(N)c3cc12	-0.2	i	i	i	i	i	i	8.6	i	i	-5.44*
13	Cc1ccc(-n2ncc3c2CC(C)(C)CC3NC(=O)CCN2CCCO2)cc1 (stereo not given)	-0.1	i	i	i	i	i	i	-1.5	i	i	i
14	O=C(CSc1nc2ccccc2[nH]1)N1CCN(S(=O)(=O)c2ccc(Cl)cc2)CC1	0.2	i	i	i	i	i	i	-14.7	i	i	i
15	COc1ccc(CC(=O)Nc2cc(NC(=O)Cc3ccc(OC)c(OC)c3)cc(C(=O)O)c2)cc1OC	0.0	i	i	i	i	i	i	-6.7	i	i	i
16	COc1ccccc1NC(=O)c1cc(-c2ccc(OC)c(OC)c2)nc2ccccc12	0.1	x	i	x	i	i	i	18.0	i	i	x
17	Cn1c(=O)c2c(nc(Br)n2C)n(C)c1=O	0.0	i	i	i	i	i	i	0.2	i	i	i
18	COc1ccc(-c2noc(CCC(=O)NCCCN3CCC(C)CC3)n2)cc1	0.0	i	i	i	i	i	i	10.9	i	i	i
19	FC(F)(F)c1ccnc(Oc2ccc(C3=NCCS3)cc2)c1	2.9	i	i	i	i	i	i	15.9	i	i	i
20	CC1CN(C(=O)CSc2nc(-c3ccc(F)cc3)cs2)CC(C)O1 (stereo not given)	-0.2	i	i	i	i	i	i	34.0	i	i	i
21	COc1ccc(/C=N/NC(=O)c2ccncc2)cc1CSc1nc2ccccc2s1	-0.3	i	i	i	i	i	i	28.3	i	i	i
22	COC(=O)C1=C(C)NC(C)=C(C(=O)OC)C1C(=O)OCC(=O)c1ccc(F)cc1	-0.1	i	i	i	i	i	i	20.6	i	i	i
23	O=C(NNc1cccc(Cl)n1)Nc1cccc(C(F)(F)F)c1	-0.2	i	i	i	i	i	i	-8.0	i	i	i
24	COC(=O)c1ccc(N2CCN(C)CC2)c(NC(=O)c2cccnc2)c1	0.5	i	50*	i	i	-8.53*	i	6.7	i	i	i
25	COc1ccc(C2=NS(=O)(=O)N(C)C(C(=O)Nc3ccc(F)cc3F)=C2)cc1	0.1	i	i	i	x	i	i	13.7	i	i	i
26	NS(=O)(=O)c1ccc(NCc2ccccc2OCc2ccccc2F)cc1	0.0	i	i	i	i	i	i	8.8	i	i	i
27	CCN(CC)S(=O)(=O)c1ccc(OC)c(NC(=S)Nc2cccc(C)c2)c1	0.6	i	i	i	i	i	i	12.0	i	i	i
28	COCC(C)NC(=O)c1ccc(CN2CCc3ccccc3C2)cc1 (stereo not given)	0.0	i	i	i	i	-6.93*	i	1.6	i	i	i
29	CCN(CC(=O)Nc1ccccc1C(F)(F)F)C(=O)c1ccc(N2C(=O)CCC2=O)cc1	-0.4	i	i	i	i	i	i	25.6	i	i	i
30	COC(=O)c1sccc1NC(=O)c1cc(C)on1	0.1	i	i	i	i	i	i	4.7	i	i	i
31	COc1ccc(C(=O)NCCSc2ccccc2)cc1	-0.3	i	i	i	i	i	i	13.0	i	i	i
32	COc1ccc(-c2nn(-c3ccccc3)cc2C(=O)Nc2ccc(C(=O)O)cc2)cc1	0.2	i	i	i	i	i	i	22.2	i	i	i
33	COc1ccccc1/C=C/C=N/N1CCN(c2ccccn2)CC1	0.1	i	i	i	i	i	i	15.6	i	i	i
34	CCCCN(C)C(=O)Cn1cnc2sc(C)c(S(=O)(=O)N3CCN(c4ccccc4OC)CC3)c2c1=O	0.4	i	i	i	i	i	i	27.9	i	i	i
35	COc1ccc(CCNC(=S)N2CCC(C(N)=O)CC2)cc1	0.1	i	i	i	i	i	i	9.8	i	i	i
36	CC(C)CN1CCN(Cc2cccn2-c2cccnc2)CC1CCO (stereo not given)	-0.7	i	i	i	i	i	i	-4.8	i	i	i
37	CC1CCCCN1C(=O)COC(=O)c1cccc(NS(=O)(=O)c2ccccc2)c1 (stereo not given)	-0.3	i	i	i	i	i	i	5.7	i	i	i
38	Cc1ccc(CNC(=O)c2cc3c(s2)CS(=O)(=O)C3)cc1	-0.2	i	i	i	i	i	i	16.7	i	i	i
39	CCc1ccc(NC(=O)c2cnc3scc(C)n3c2=O)cc1	2.3	i	i	i	i	i	i	32.3	i	i	i
40	O=C(NCCOc1ccccc1F)c1ccccc1SCc1ccc(F)cc1	-0.6	i	i	i	i	i	i	1.6	i	i	i
41	Clc1ccc(CCNc2nc3ccccc3n3nnnc23)cc1	0.3	i	i	i	i	i	i	31.3	i	i	i
42	Cc1ccc(NN2C(=O)C=CC2=O)cc1	x	i	i	i	i	i	i	11.2	i	i	i
43	NC(=O)c1ccc(NC(=O)c2ccc(CN3CCOCC3)cc2)cc1	1.8	i	i	i	i	i	i	26.8	i	i	i
44	O=C(CNS(=O)(=O)c1ccccc1Br)OCC(=O)N1CCc2ccccc21	0.9	i	i	i	i	i	i	3.8	i	i	i
45	COc1ccc2c(c1)N1CCN=C1N2C	-0.1	i	i	i	i	i	i	18.8	i	i	i
46	CCCCn1c(N)c(N(CC(C)C)C(=O)CCCc2cccs2)c(=O)[nH]c1=O	0.0	i	i	i	i	i	i	5.1	i	i	i
47	COc1ccc(-c2c(C)oc3ccc(C)cc23)cc1	0.2	i	i	i	i	i	i	27.2	i	i	i
48	O=C(Cc1ccc(Cl)cc1Cl)OCC(=O)N1CCCCC1	0.5	i	i	i	i	i	i	-5.2	i	i	i
49	COc1ccc(-n2c(SCC(=O)Nc3nc(C)cs3)nnc2-c2ccoc2C)cc1	0.3	i	i	i	i	i	i	10.7	i	i	i
50	CC(C)CCN1C(=O)c2ccc(C(=O)OCn3nnc4ccccc4c3=O)cc2C1=O	0.0	i	i	i	x	i	i	11.6	i	i	i
51	C=CCn1c(=O)c(C(=O)NC(C)c2ccccc2)c(O)c2ccccc21 (stereo not given)	-0.6	i	i	i	i	i	i	12.0	i	i	i
52	O=C(NNc1nc(-c2ccccc2)c2cc(Br)ccc2n1)c1ccc(S(=O)(=O)N2CCCCC2)cc1	-0.2	i	i	i	i	i	i	40.7	i	i	i
53	CCCCCCC(=O)Nc1nc(C)c(-c2csc(Nc3cc(Cl)ccc3C)n2)s1	-0.5	i	i	i	i	i	i	30.3	i	i	i
54	CC(=O)Nc1cccc(NC(=O)CSc2nccn2Cc2ccco2)c1	0.4	i	i	i	i	i	i	-9.0	i	i	i
55	CCCCOc1ccc(N=Cc2cccs2)cc1	-1.3	i	i	i	i	i	i	25.6	i	i	i
56	Brc1c(CSc2nncn2-c2ccccc2)nc2sccn12	0.5	i	i	i	i	i	i	7.8	i	i	i
57	CCOC(=O)C1CCN(S(=O)(=O)c2c(C)[nH]c(=O)[nH]c2=O)CC1	0.2	i	x	i	i	x	x	28.2	x	x	i
58	COc1ccc(C(=O)Nc2ccccc2N2CCCC2)cc1	-5.3	i	i	i	i	i	i	15.6	i	i	i
59	COc1ccc(C(=O)Nc2ccc(NC(=O)c3cccs3)c(OC)c2)cc1Cl	x	i	i	i	x	i	i	19.4	i	i	i
60	O=c1[nH]cc(S(=O)(=O)c2ccccc2)[nH]1	-0.2	i	i	i	x	i	i	17.0	i	i	i

Next section
entry	Structure	HIF act	MrgX1 agonist	TRPC4 agonist	MrgX1 allo act	PolyA inh	TRPC6 inh	TRPC4 PAM	AI-2 QS mod	TRPC6 activator	TRPC4 inh	MrgX1 antag
61	CCCc1ccc(C(=O)NNc2ccc(F)cc2)cc1	0.4	i	i	i	i	i	i	-12.2	i	i	i
62	Cc1cccc(OCCOC(=O)C2CCN(S(=O)(=O)c3cccs3)CC2)c1	0.0	i	i	i	i	i	i	25.0	i	i	i
63	CCOC(=O)NCc1ccc(CNC(=O)OCC)cc1	0.0	i	i	i	i	i	i	7.0	i	i	i
64	CC(C)(Oc1ccc(Cl)cc1)C(=O)NNC(=O)c1ccc(Br)o1	x	i	i	i	x	i	i	3.6	i	i	i
65	COc1ccc(N2CCN(C(=O)CSc3nnc4c(C)cc5cc(C)ccc5n34)CC2)cc1	0.2	i	i	i	i	i	i	27.2	i	i	i
